# PME-1 primary – blocks human protein phosphatase methylesterase 1. AID 2130. actives 0.53% (n = 320,000). inhibition, % at 5.9 µM. Q9Y570. recombinant PME-1, FP-Rh probe fluorescence polarization;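 active = inhibition above the campaign mean of all compounds plus 3 SD, cut at about 26% in these data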;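 also: competitive labeling of PME-1 active site by serine hydrolase directed probe; 0% = PME-1 with DMSO and 100% = wells lacking PME-1 enzyme; inhibitors block probe labeling so polarization falls and inhibition rises; many of its hits are not listed in these tables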
# PAFAH1B3 FP inh – blocks human PAF acetylhydrolase 1B catalytic subunit 3. Q15102. recombinant PAFAH1B3, FP-rhodamine probe, fluorescence polarization. inhibition, % at 3.39 µM. actives 0.28% (n = 340,000). AID 492972;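 active = inhibition above the screen-wide average of all tested compounds plus 3 SD, cut at about 25% in these data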;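 also: 0% = enzyme with DMSO only and 100% = wells lacking PAFAH1B3 protein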
# Target sequence (Q15102 whole entry, looked up): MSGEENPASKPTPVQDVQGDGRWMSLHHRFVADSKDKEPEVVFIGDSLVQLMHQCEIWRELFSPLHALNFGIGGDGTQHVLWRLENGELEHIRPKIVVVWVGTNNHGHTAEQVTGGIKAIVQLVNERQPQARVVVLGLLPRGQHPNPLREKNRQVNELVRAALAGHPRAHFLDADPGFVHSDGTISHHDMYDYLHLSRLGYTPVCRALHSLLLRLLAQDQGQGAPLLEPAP
# PAFAH1B2 FP inh – inhibitors of human PAFAH1B2 | P68402 | inhibition, % at 3.39 µM | actives 1.2% (n = 340,000) | recombinant PAFAH1B2, FP-rhodamine activity probe, fluorescence polarization;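 active = inhibition above the mean of all tested compounds plus 3 SD, cut at about 24% in these data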;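 also: 0% = enzyme with DMSO and 100% = wells lacking PAFAH1B2; many of its hits are not listed in these tables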
# Target sequence (P68402 whole entry, looked up): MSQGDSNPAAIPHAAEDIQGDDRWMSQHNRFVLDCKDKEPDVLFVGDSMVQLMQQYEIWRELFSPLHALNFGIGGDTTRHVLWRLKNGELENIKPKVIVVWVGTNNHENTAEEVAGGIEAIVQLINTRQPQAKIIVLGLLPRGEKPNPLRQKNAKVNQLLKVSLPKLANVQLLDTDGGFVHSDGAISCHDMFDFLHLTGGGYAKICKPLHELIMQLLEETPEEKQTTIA
# Fam108B inh – counter-screen for RBBP9 inhibitors: inhibitors of mouse Fam108B. AID 1947. actives 0.33% (n = 300,000). recombinant Fam108B, FP-Rh probe fluorescence polarization. inhibition, % at 9.51 µM;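 active = inhibition above the screen mean inhibition plus 3 SD, computed separately per campaign, cut at about 18% in these data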;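 also: inhibitors lower polarization as less probe binds the enzyme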
# LYPLA1 counter – LYPLA1 (human) inhibition in PME1 counter-screen. O75608. recombinant LYPLA1, FP-Rh probe fluorescence polarization. inhibition, % at 5.9 µM. actives 0.16% (n = 320,000);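 active = inhibition above the mean of all tested compounds plus 3 SD, set per campaign, cut at about 14% in these data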;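 also: inhibitors block serine hydrolase probe labeling of LYPLA1 so polarization falls; 0% = enzyme with DMSO and 100% = wells lacking LYPLA1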
# Target sequence (O75608 whole entry, looked up): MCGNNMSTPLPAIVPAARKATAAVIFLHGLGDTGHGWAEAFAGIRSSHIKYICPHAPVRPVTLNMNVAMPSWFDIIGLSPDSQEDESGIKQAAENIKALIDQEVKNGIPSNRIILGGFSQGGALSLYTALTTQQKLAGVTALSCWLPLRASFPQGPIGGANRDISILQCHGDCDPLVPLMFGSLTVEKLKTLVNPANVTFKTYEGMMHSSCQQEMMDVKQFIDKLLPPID
# GSTO1 inh – GSTO1 inhibition, counter-screen for RBBP9 inhibitors; inhibition, % at 5.96 µM; P78417; actives 1.1% (n = 300,000); recombinant GSTO1, activity-based probe fluorescence polarization;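 active = inhibition above the campaign mean inhibition plus 3 SD, cut at about 35% in these data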;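 also: 0% = GSTO1-1 with DMSO and 100% = wells lacking GSTO1-1 enzyme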
# Target sequence (P78417 whole entry, looked up): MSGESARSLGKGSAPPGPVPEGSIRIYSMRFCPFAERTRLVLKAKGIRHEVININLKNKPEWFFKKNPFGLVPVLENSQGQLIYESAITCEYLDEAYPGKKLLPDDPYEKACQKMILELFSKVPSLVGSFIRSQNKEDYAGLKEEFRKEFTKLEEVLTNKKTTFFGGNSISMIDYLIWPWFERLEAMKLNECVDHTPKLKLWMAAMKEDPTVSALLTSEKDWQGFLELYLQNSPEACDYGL
# PAFAH2 inh – inhibitors of human PAFAH2. Q99487. recombinant PAFAH2, FP-rhodamine activity probe, fluorescence polarization. inhibition, % at 3.39 µM. actives 0.99% (n = 340,000);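 active = inhibition above the mean over all tested compounds plus 3 SD, cut at about 30% in these data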;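 also: inhibitors block probe labeling of enzyme so polarization drops; 0% = enzyme with DMSO and 100% = wells lacking PAFAH2 protein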
# PAD4 inh – blocks human protein arginine deiminase 4; Q9UM07; recombinant PAD4, RCA probe fluorescence polarization; inhibition, % at 6.36 µM; actives 0.41% (n = 330,000); AID 485272;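 active = percent inhibition above a cutoff equal to the mean of all tested compounds plus 3 SD, cut at about 15% in these data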;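 also: 0% = PAD4 with RCA probe and DMSO and 100% = probe without PAD4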
# pPAFAH inh – pPAFAH (human) enzyme inhibition; AID 463082; recombinant pPAFAH, FP-rhodamine probe fluorescence polarization; Q13093; inhibition, % at 3.39 µM; actives 1.5% (n = 330,000);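 active = inhibition above the mean inhibition across the screen plus 3 SD, cut at about 25% in these data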;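 also: inhibitors block binding of the rhodamine activity-based probe so polarization drops; 0% = enzyme with DMSO and 100% = wells lacking pPAFAH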
# Active calls of the source: *; . = no result given. The list is partial. The share of hits here may be higher or lower than overall.
SMILES,PME-1 primary,PAFAH1B3 FP inh,PAFAH1B2 FP inh,Fam108B inh,LYPLA1 counter,GSTO1 inh,PAFAH2 inh,PAD4 inh,pPAFAH inh
C=CCC[C@@H](Cc1ccc(F)cc1)C(=O)OC[C@@H](NC(=O)[C@H](CC=C)CC(=O)N(CCO)Cc1ccccc1)c1ccccc1,.,-9,-1,.,.,.,-9,5,2
CCOC(=O)c1[nH]c(C)c(C(=O)OCc2ccccc2F)c1C,-1,5,11,-4,-2,-1,-3,1,19
COCCN(C(=O)C1CC(=O)N(Cc2ccc(C)cc2)C1)c1c(N)n(CC(C)C)c(=O)[nH]c1=O (centres undefined),4,4,1,.,-1,.,1,-1,0
CCN(CC)CCn1c2c(c(SCC(=O)Nc3ccc4c(c3)OCCO4)nc1=O)CCC2,-4,2,5,8,1,6,-2,2,2
CC(=O)NC(C)C(=O)OCC(=O)c1ccc(-c2ccccc2)cc1 (centres undefined),-1,5,1,-6,1,-1,7,10,10
C#CCN(CC=C)C(=O)c1cccc(OC2CCN(S(C)(=O)=O)CC2)c1,16,7,1,-6,-1,5,-2,1,4
O=C(COc1ccc(C(=O)NCCc2ccccc2)cc1)Nc1ccccc1,-3,6,-1,-2,-1,4,-4,-1,-4
CC1c2[nH]c3ccccc3c2C[C@H]2C(=O)N(CCCO)CC(=O)N12 (some centres undefined),-4,2,7,-3,-1,-4,2,-1,0
COc1cccc(NC(=O)COC(=O)c2ccccc2C(=O)N2CCN(c3ccccc3)CC2)c1,4,-7,2,3,6,-7,54*,1,7
COc1ccc(-c2c[n+]3c(n2-c2ccccc2)SCC3)cc1,2,2,4,2,-4,2,-2,6,3
CCOC(=O)C1=C(O)C(=O)N(CCCn2ccnc2)C1c1ccc(C)cc1 (centres undefined),-1,4,2,1,-2,-2,16,2,-3
Cc1ccc(C(=O)NCCc2nnc3ccc(N4CCCC4)nn23)cc1,4,3,5,-2,-3,-3,1,1,0
Fc1ccccc1-c1nnc2ccc3ccccc3n12,-1,1,7,-3,0,2,5,3,3
CN(C)c1ccc(NC(=S)c2ccc3ccccc3n2)cc1,4,8,7,8,-6,30,6,38*,4
CCCn1c(SCC(=O)c2cc(C)c(C)cc2C)n[nH]c1=O,-1,4,5,3,2,3,0,-2,-4
COc1ccccc1NC(=O)c1ccc(NC(=O)Cc2n[nH]c(=O)c3ccccc23)cc1,-5,2,3,-4,1,-3,-2,1,3
COC(=O)c1sc(N)c(C(=O)OC)c1COC(=O)CCNS(=O)(=O)c1ccc(C)cc1,11,1,0,2,-3,19,1,-1,8
CC1CCCC(NC(=S)Nc2ccc(SC(F)F)cc2)C1C (centres undefined),-11,1,0,-9,-19,-1,-2,1,-5
Cc1ccc(C(C(=O)NC2CCCC2)N(Cc2cccs2)C(=O)c2csnn2)o1 (centres undefined),3,5,0,1,1,9,-1,-1,-2
Nc1cc(Cl)ccc1N1CCCC1,-6,-9,0,1,1,3,2,-3,5
Cc1ccc(C(=O)C(OC(=O)COc2ccccc2C)c2ccccc2)cc1 (centres undefined),-5,-1,2,-3,-2,3,-8,-4,2
CC(=O)NCc1ccc(S(=O)(=O)NC(C(=O)O)C(C)C)cc1 (centres undefined),-12,2,2,1,-3,-1,1,-1,-1
O=C(CSc1nnc(-c2ccco2)n1CC1CCCO1)c1ccc(F)cc1 (centres undefined),5,3,-2,0,-2,14,-2,-3,3
O=C(NC[C@@H]1CCCO1)c1cccc2c1C(=O)c1ccc(Cl)cc1S2(=O)=O,-2,2,-5,.,3,.,1,2,4
CC1CCC2C(C1)c1sc(=O)[nH]c1SC2(C)C (centres undefined),12,5,68*,1,5,-15,-2,-3,2
CC1Cc2ccccc2N1C(=O)CN1C(=O)NC(C)(CCc2ccccc2)C1=O (centres undefined),5,-5,3,-1,1,0,-6,-5,0
Cc1sc(NC(=O)C2CCCO2)c(C#N)c1C (centres undefined),-7,-8,-1,-3,-3,10,-3,-13,-7
CCOC(=O)/C(C#N)=C/c1ccc(OCC(=O)Nc2cc(C)ccc2C)c(OC)c1,-4,-7,5,-2,-1,-8,0,-7,2
CC1(C)CC(=O)C(CC2CCCCC2=O)C(=O)C1 (centres undefined),-3,6,4,3,2,-5,-13,-2,-3
N=c1c2c(n(Cc3ccccc3)c3c1CCC3)CCC2,6,2,-2,-3,-2,4,1,-1,4
Cc1cccc(C(=O)N[C@H](C(=O)NCCc2ccc(Cl)cc2)C(C)C)c1,-2,-8,15,-2,1,0,-6,-3,3
CCOC(=O)N1CCN(CC(=O)c2ccc(O)cc2O)CC1,4,10,3,-9,2,-1,0,-8,-3
COc1cc(C2C(C(=O)OCCC#N)=C(C)NC3=C2S(=O)(=O)c2ccccc23)cc(OC)c1OC (centres undefined),0,8,1,-2,-2,-6,-8,-7,2
NS(=O)(=O)c1ccc2c(c1)C(=NO)c1cc(S(N)(=O)=O)ccc1-2,-24,-22,-15,-2,-12,4,-17,0,-7
CCC(=O)NC(NC(=S)Nc1ccc(S(N)(=O)=O)cc1)C(Cl)(Cl)Cl (centres undefined),-2,-2,6,-2,-2,1,-3,2,4
O=C(CN(C(=O)c1csnn1)c1cccc2ccccc12)NCc1ccccc1,4,2,2,1,-2,1,-2,6,2
COc1ccccc1P(=O)(c1ccccc1)c1ccccc1,-5,9,2,1,0,6,-2,-1,4
O=C(Nc1ccc(N2CCOCC2)c([N+](=O)[O-])c1)c1ccco1,-2,5,-2,-2,3,11,-1,-2,5
S=c1nc2ccccc2c2nc(-c3ccccc3)[nH]n12,-3,4,9,1,-6,-15,8,8,4
COc1ccc(N(CC(=O)NCc2ccncc2)S(=O)(=O)c2ccc(C)c([N+](=O)[O-])c2)cc1,9,-2,5,6,2,15,7,6,2
C=CCSc1nc(C)c(CC(=O)OCC(C)C)c(=O)[nH]1,-19,7,0,-2,4,-4,9,2,1
O=C(CCCCCCC(=O)NCc1ccccc1)NCc1ccccc1,-4,9,4,2,1,6,-1,0,4
COc1cc(C2C3C(=O)N(Cc4ccccc4)C(=O)C3ON2c2ccccc2)cc(OC)c1O (centres undefined),4,4,7,5,2,15,3,-2,6
Cc1ccc(S(=O)(=O)N(C)CC(O)Cn2c3ccccc3c3ccccc32)cc1 (centres undefined),6,1,0,-17,-15,-2,-12,-1,-9
CSc1ccc(C(=O)N2CCC(n3nccc3NC(=O)C3CC3)CC2)cc1,4,9,6,-4,-1,3,5,-3,0
CCN(CC)CCNC(=O)Cn1nc(Cc2ccncc2)c2ccccc2c1=O,-4,6,2,1,5,4,-2,0,-3
Cc1csc2nc(SCC(=O)N3CCN(c4ccccc4)CC3)[nH]c(=O)c12,0,4,3,2,1,-5,0,-6,2
CCCCn1c(N)c(N(CCOC)C(=O)c2ccc(-n3c(C)ccc3C)cc2)c(=O)[nH]c1=O,0,1,2,-1,0,-3,-2,-5,6
CC(O)(CS(=O)(=O)c1ccc(Br)cc1)c1ccccc1 (centres undefined),-1,9,23,3,4,0,-1,-3,-2
CCNC(=S)NNc1ccccc1,2,.,.,0,-1,10,.,-3,5
O=[N+]([O-])c1ccc2c(c1)S(=O)c1ccccc1-2 (centres undefined),-1,5,0,-1,1,-7,5,-1,-1
COc1ccc(N2CCN(c3nc(NC(C)(C)C)nc(N4CCCCC4)n3)CC2)cc1,-1,9,5,4,2,-1,9,-8,0
C[C@H](CO)N1C[C@H](C)[C@@H](CN(C)Cc2ccc(C(=O)O)cc2)Oc2c(NC(=O)C3CC3)cccc2C1=O,.,8,4,.,.,.,-5,-2,1
COc1cc(C(C)=O)ccc1Oc1ccc(S(=O)(=O)N2CCOCC2)cn1,3,3,4,.,-3,.,4,3,-1
COC(=O)c1c(Cc2ccccc2Cl)c[nH]c1C,-9,12,0,-6,1,3,1,0,8
CCCS(=O)(=O)N1CCCC(C(=O)NCCN(Cc2ccccc2)C(C)C)C1 (centres undefined),2,7,4,1,-1,3,4,2,3
COc1ccc(C(=O)Nc2ccc3nc(N4CCN(C)CC4)cc(C)c3c2)c(OC)c1,-23,4,5,3,0,-15,-5,-3,10
COCCCn1cnc2c(c1=O)c1nc3ccccc3nc1n2-c1ccccc1,3,7,-5,-5,0,-1,9,-2,5
CCN1CCN(C(=O)Cn2ncc3ccsc3c2=O)CC1,-2,2,1,-1,7,-1,-9,-2,-4
Cc1nn(C(C)C(=O)N/N=C/c2ccc(N(C)C)cc2)c(C)c1[N+](=O)[O-] (centres undefined),3,2,7,1,0,5,1,-3,5

# New compounds follow
SMILES,PME-1 primary,PAFAH1B3 FP inh,PAFAH1B2 FP inh,Fam108B inh,LYPLA1 counter,GSTO1 inh,PAFAH2 inh,PAD4 inh,pPAFAH inh
Cn1cccc1Cc1nnc(SCC(=O)Nc2nccs2)n1C,-5,0,1,0,6,1,-2,-1,2
CN(C)CCOc1ncnc2c1oc1ccccc12,-9,-1,2,-3,-3,12,-7,-11,-10
O=C(COc1ccccc1Cl)NC1CC1,5,3,-2,4,-2,2,-1,2,8
Cc1csc(=O)n1CC(=O)OCC(=O)NCc1ccc(Cl)cc1Cl,0,5,8,-4,2,4,5,-2,5
COc1ccc(Cn2c(=O)[nH]c3cc(C(=O)NCCCN4CCCC4=O)ccc3c2=O)cc1,3,0,-3,-3,-4,1,-4,4,1
CCCCCCC1CC(=O)NC(=O)N1 (centres undefined),-3,3,13,-1,2,12,-3,1,3
COc1ccccc1C(=O)COC(=O)c1cccc(S(=O)(=O)N2CCCC2)c1,3,1,1,-1,1,1,-3,4,3
Cc1ccc(CNc2ccc3c(c2)ncn3C)cc1,6,-5,12,-1,1,4,-4,-8,0
Cc1ccc(/C=C/C(=O)NCc2ccncc2)cc1,1,1,-4,-1,3,0,-3,3,0
CN(C)S(=O)(=O)c1ccc(N2CCCC2)c(C(=O)Nc2ccccc2)c1,5,11,3,1,2,3,1,2,0
OCCNc1nc(C2CC2)nc2c1nnn2Cc1ccccc1Cl,-1,6,-2,1,3,2,-6,0,5
Cc1ccc(Cn2cc(C(=O)NN)c(=O)c3ccc(F)cc32)cc1,0,12,-4,-7,-2,1,3,-4,4
O=C(Nc1sc2c(c1C(=O)O)CCCCC2)c1ccccc1,-3,2,13,-1,2,-22,11,-9,3
CC(=O)Nc1cccc(C(=O)OCC(=O)N2CCC(c3ccccc3)=N2)c1,0,-2,0,2,-2,4,1,3,-4
Nc1cccc(NP(=O)(c2ccccc2)c2ccccc2)c1,-5,0,4,3,2,0,-3,0,6
CCOCCCNC(=O)c1c[nH]c2c(CC)cccc2c1=O,2,0,2,3,0,1,2,-2,3
Cc1ccc(S(=O)(=O)NN2C(=O)c3ccccc3NC2c2ccccc2F)cc1 (centres undefined),2,-6,10,-2,0,-2,3,0,1
Cn1c(=O)oc2cc(S(=O)(=O)NC3CCCCC3)ccc21,-1,2,7,6,1,13,-18,7,6

# Some of the entries so far, as tab-separated lines:
molecule	PME-1 primary	PAFAH1B3 FP inh	PAFAH1B2 FP inh	Fam108B inh	LYPLA1 counter	GSTO1 inh	PAFAH2 inh	PAD4 inh	pPAFAH inh
Cc1ccc(Cn2cc(C(=O)NN)c(=O)c3ccc(F)cc32)cc1	0	12	-4	-7	-2	1	3	-4	4
CN(C)CCOc1ncnc2c1oc1ccccc12	-9	-1	2	-3	-3	12	-7	-11	-10
O=C(CSc1nnc(-c2ccco2)n1CC1CCCO1)c1ccc(F)cc1 (centres undefined)	5	3	-2	0	-2	14	-2	-3	3
